# NCI-60 one-dose screen, 48 h, at 10 µM unless noted. Numbers give growth in % (100 = growth as untreated, 0 = no growth, -100 = all killed).
# NCI-H23 – NCI-H23 lung cancer. AID 1794731. 4% of 80,000 active
# COLO 205 – COLO 205 colon cancer; 7.3% of 79,000 active; AID 1794742
# HT29 – HT29 colon cancer. 7.4% of 81,000 active. AID 1794748
# NCI-H226 – NCI-H226 lung cancer; 3.5% of 79,000 active; AID 1794732
# NCI-H522 – NCI-H522 lung cancer; 8% of 78,000 active; AID 1794739
# NCI-H322M – NCI-H322M lung cancer; 2.7% of 80,000 active; AID 1794733
# HCT-15 – HCT-15 colon cancer | AID 1794746 | 5.2% of 82,000 active
# SW-620 – SW-620 colon cancer; 5.2% of 82,000 active
# NCI-H460 – NCI-H460 lung cancer; AID 1794736; 6.8% of 82,000 active
# * marks the source's active call; other numbers are inactive results; nt = not tested or not shown; & = joins results of further samples; ! = not active in a repeat. The calls were made as follows: active = growth percent below 10; inactive = the rest. These rows are one share of the data; count on the stated rates, not on these rows.
SMILES,NCI-H23,COLO 205,HT29,NCI-H226,NCI-H522,NCI-H322M,HCT-15,SW-620,NCI-H460
CC1([N+](=O)[O-])COP(=O)(Nc2cccc(F)c2)OC1 (stereo not given),107,118,107,127,105,113,99,104,99
O=C(O)C(Br)C1CCCCC1 (stereo not given),100,99,99,99,95,107,99,103,101
CCC(C)C(=O)O[C@H]1[C@H](O)C2C(CN3CC(C)CCC3[C@@]2(C)O)C2C[C@]34O[C@]5(O)C(OC(=O)C(C)(O)CC)CC[C@@]3(C)C5C(OC(C)=O)[C@@H](OC(C)=O)C4[C@@]21O (stereo not given in full),96,102,104,100,102,110,103,99,107
CC(c1c[nH]c2ccccc12)N1CCCCC1 (stereo not given),115,106,107,109,103,103,112,106,109
CC[N+]1(CC)CCC(OC(=O)C(O)(c2ccccc2)c2ccccc2)C1 (stereo not given),93,109,109,86,83,96,91,105,107
CCOP(=S)(OCC)Oc1cc(C)nc(C(C)C)n1,101&87,117&109,77&102,96&98,77&92,108&91,113&98,113&104,107&107
C[C@]12C[C@H](c3ccoc3)OC(=O)[C@H]1CC[C@@]1(C)[C@@H]2[C@H]2C=C[C@]1(O)C(=O)O2,102,104,82,101,68,79,101,109,108
CNC(C)C(O)c1ccc(O)cc1 (stereo not given),111&106,105&107,109&107,98&97,97&126,107&117,83&112,99&105,112&109
CN1C(=O)C[N+]([O-])=C(c2ccccc2)c2cc(Cl)ccc21,111,108,107,99,nt,87,103,111,114
CC1(O)c2cccc(O)c2C(O)=C2C(=O)C3(O)C(O)=C(C(N)=O)C(=O)CC3CC21 (stereo not given),103,111,93,93,94,112,68,117,95
OCCSCSCCO,113,118,111,108,143,113,89,108,111
O=[N+]([O-])c1c(Cl)sc(Cl)c1[N+](=O)[O-],99,96,103,102,71,95,90,82,95
O=C(/C=C/c1sc(N(CCCl)CCCl)nc1Cl)c1ccc2c(c1)OCO2,94,96,97,81,85,90,102,108,110
O=C(CCCc1ccc(N(CCCl)CCCl)cc1)OCc1ccccc1,89,98,96,90,84,103,89,91,53
COc1ccccc1[As]=[As]c1ccccc1OC (stereo not given),-87*,-93*,-77*,-94*,-81*,-81*,-87*,-66*,-43*
CCOP(=S)(OCC)O[C@H]1CC[C@@]2(C)C(=CC=C3[C@@H]4CC[C@H]([C@H](C)/C=C/[C@H](C)C(C)C)[C@@]4(C)CC[C@@H]32)C1,93,98,101,97,99,95,109,91,101
COc1cc2c(cc1OC)CN(C)C(C)C2 (stereo not given),101,102,93,97,82,106,102,100,106
Cc1ccc(-n2c(Sc3nnc(N)s3)nc3ccc(C)cc3c2=O)cc1,100,122,108,95,106,97,99,102,106
O=C(O)c1ccccc1C(=O)OO,100,118,93,103,87,120,105,100,117
O=C([O][Hg][CH2]C1OCCOC1[CH2][Hg][O]C(=O)c1ccccc1)c1ccccc1 (stereo not given),47,-65*,84,118,-64*,116,-80*,-82*,117
CC1(C)C(C=C(Cl)Cl)C1C(=O)OC(C#N)c1cccc(Oc2ccccc2)c1 (stereo not given),nt,97,66,77,61,86,70,76,75
O=C1CC(c2cc3ccccc3[nH]c2=O)Nc2ccccc21 (stereo not given),98,115,99,96,91,102,98,104,105
N#CC(C#N)=Cc1ccc(Cl)c(Cl)c1,94,113,107,97,97,93,99,113,108
CC12CCC(C(S(=O)(=O)O)C1=O)C2(C)C (stereo not given),95,102,101,114,109,93,103,95,107
Nc1ccc(OCCNS(=O)(=O)c2cccc(S(=O)(=O)F)c2)c(Cl)c1,95,110,106,97,75,88,93,106,102

# Six of these compounds in another layout.
# Below each compound – NCI-H23 | COLO 205 | HT29 | NCI-H226 | NCI-H522 | NCI-H322M | HCT-15 | SW-620 | NCI-H460
> CC1([N+](=O)[O-])COP(=O)(Nc2cccc(F)c2)OC1 (stereo not given)
 : 107 | 118 | 107 | 127 | 105 | 113 | 99 | 104 | 99
> O=C(O)C(Br)C1CCCCC1 (stereo not given)
 : 100 | 99 | 99 | 99 | 95 | 107 | 99 | 103 | 101
> CCC(C)C(=O)O[C@H]1[C@H](O)C2C(CN3CC(C)CCC3[C@@]2(C)O)C2C[C@]34O[C@]5(O)C(OC(=O)C(C)(O)CC)CC[C@@]3(C)C5C(OC(C)=O)[C@@H](OC(C)=O)C4[C@@]21O (stereo not given in full)
 : 96 | 102 | 104 | 100 | 102 | 110 | 103 | 99 | 107
> CC(c1c[nH]c2ccccc12)N1CCCCC1 (stereo not given)
 : 115 | 106 | 107 | 109 | 103 | 103 | 112 | 106 | 109
> CC[N+]1(CC)CCC(OC(=O)C(O)(c2ccccc2)c2ccccc2)C1 (stereo not given)
 : 93 | 109 | 109 | 86 | 83 | 96 | 91 | 105 | 107
> CCOP(=S)(OCC)Oc1cc(C)nc(C(C)C)n1
 : 101&87 | 117&109 | 77&102 | 96&98 | 77&92 | 108&91 | 113&98 | 113&104 | 107&107

# (more compounds)
SMILES,NCI-H23,COLO 205,HT29,NCI-H226,NCI-H522,NCI-H322M,HCT-15,SW-620,NCI-H460
Cc1ccccc1N1COOC2(OOC1)C1CC3CC(C1)CC2C3,96,123,97,125,90,101,103,108,113
O=P(Oc1ccc(OP(=O)(N2CC2)N2CC2)cc1)(N1CC1)N1CC1,99,102,90,94,67,82,108,104,78
COC[C@@H]1C[C@@]2(C)[C@@H](CC[C@@H]3[C@@H]2CC[C@@]2(C)[C@H]3CC[C@]2(C)O)CC1=O,108,109,83,106,74,105,95,110,101
C[C@]1(O)CC[C@H]2[C@@H]3CCC4=CCCC[C@@H]4[C@H]3CC[C@@]21C,100,109,98,nt,71,88,113,105,101
Nc1nc(N)c(-c2ccc(Cl)cc2)c(COc2ccc(NC(=O)Nc3cccc(S(=O)(=O)F)c3)cc2)n1,114,110,102,90,94,104,102,95,106
C[C@]12CCc3nc(-c4ccc(O)c(O)c4)sc3C1=CC[C@@H]1[C@@H]2CC[C@]2(C)C(=O)CC[C@@H]12,69,55,78,65,8.6*,80,26,55,94
CCCCCOC(=O)c1ccccc1C(=O)OCCCCC,92,127,97,97,nt,88,100,95,109
COc1ccc(/C=C\c2cc(OC)c(OC)c(OC)c2)c(NS(=O)(=O)c2ccc(F)cc2)c1O,27,0.9*,12,35,-19*,54,6.2*,21,5.5*
Nc1ccc(Cl)cc1,99,96,98,92,89,106,100,103,109
CN(C)C(=S)SSC(=S)N(C)C,138&99,71&63,92&61,110&99,24&25,95&75,113&94,98&69,-21*!
Cc1ccc[n+](CCCC[n+]2cccc(C)c2)c1,118,nt,108,124,111,135,107,103,107
Oc1c(Cl)cccc1Cc1cc(Cl)cc(Cl)c1O,44,nt,107,83,nt,91,53,97,47
CC(=O)N(CC(C)C)N=O,101,104,105,nt,94,nt,106,112,108
CCOC(=O)C1(c2ccc(O)c(O)c2)CCN(C)CC1,100,96,102,92,106,92,96,95,101
CCOP(=O)(OCC)OCc1ccc(C)c(C)c1,95,96,97,99,73,108,100,111,134
Cc1nc(N)sc1S(=O)(=O)F,nt,116,112,93,95,nt,90,103,103
CC(C)(C)OOC(=O)/C=C\C(=O)OOC(C)(C)C,103,110,105,102,107,nt,106,99,109
C=CCOC(C(=O)OCCN(CC)CC)(c1ccccc1)c1ccccc1,104,106,88,101,90,100,99,95,102
COc1ccc(C=C2C(=O)NC(=S)NC2=O)cc1OC,103,101,102,110,104,108,95,101,110
O=[N+]([O-])c1ccc(Br)c([N+](=O)[O-])c1,108,0.5*,75,101,-28*,115,37,44,95
CCN(/C=C1\CC2C3CC=C4CC(O)CCC4(C)C3CCC2(C)C1=O)CC (stereo not given),108,116,101,98,86,nt,96,104,103
COc1cc(C2C3=C(CCCC3=O)N(CCO)c3cc4c(cc32)CCC4)cc(OC)c1OC (stereo not given),81,74,72,103,63,75,89,103,36
C[C@H](O)CCC(=O)c1ccoc1,100,116,106,99,99,106,110,105,105
COc1cc2c(cc1OC)[C@@H]1C(=O)c3ccc4c(c3O[C@@H]1CO2)C[C@H](C(C)C)O4,34,82,83,63,31,82,79,85,52
O=S(=O)(CCCN1CCCCC1)C(c1ccccc1)c1ccccc1,95,107,93,92,90,96,102,99,107

# A few values from the entries so far:
# Reading for COc1ccc(/C=C\c2cc(OC)c(OC)c(OC)c2)c(NS(=O)(=O)c2ccc(F)cc2)c1O under COLO 205: 0.9*
# Reading for CCOC(=O)C1(c2ccc(O)c(O)c2)CCN(C)CC1 under SW-620: 95
# Reading for O=[N+]([O-])c1ccc(Br)c([N+](=O)[O-])c1 under SW-620: 44

# Later entries.
SMILES,NCI-H23,COLO 205,HT29,NCI-H226,NCI-H522,NCI-H322M,HCT-15,SW-620,NCI-H460
CCCCCCCCCCCCOC(N)=O,108,107,101,85,nt,98,86,92,101
COc1ccc(/C=C\c2cc(OC)c(OC)c(OC)c2)cc1OCC(=O)Nc1nc2ccc(F)cc2s1,34,32,40,42,6.1*,71,45,42,24
COCC(C)OC(=O)Cc1ccccc1 (stereo not given),104,106,103,103,98,105,110,104,104
CCOC(=O)N(N=O)c1ccccc1,106,121,96,101,96,122,104,109,114
NC(Cc1cccc(NP(=S)(N2CC2)N2CC2)c1)C(=O)O (stereo not given),112,96,112,107,110,96,101,111,124
NC(=O)CS(=O)C(c1ccccc1)c1ccccc1 (stereo not given),93&106,117&114,100&106,105&106,96&104,118&108,113&99,104&107,107&111
Nc1nc(N)c(-c2ccc(Cl)c(Cl)c2)c(/C=C/c2ccc(S(=O)(=O)F)cc2)n1,106,98,59,114,nt,90,78,79,77
COC12CC3(C)C(C4=CC(=O)OC4)CCC3(O)C3CCC4=CC(=O)CCC4(CO1)C32 (stereo not given),99,116,103,101,15,83,101,105,113
Cc1ccccc1NC(N)=S,108,nt,111,103,96,116,114,111,117
O=C(O)c1nn(Cc2ccc(Cl)cc2Cl)c2ccccc12,93,103,118,109,108,110,105,104,111
NC(=S)Nc1ccccc1,112,118,111,117,nt,137,102,108,115
CC(C)CCC[C@@H](C)[C@H]1CC[C@H]2[C@@H]3C/C(=N\OC(=O)c4ccc(N(CCCl)CCCl)cc4)C4=CC(=O)CC[C@]4(C)[C@H]3CC[C@]12C,98,98,90,nt,78,88,104,100,100
C#C[C@]1(O)CC[C@H]2[C@@H]3CC=C4C[C@@H](OC(=O)CCC5CCCCC5)CC[C@]4(C)[C@H]3CC[C@@]21C,107,nt,102,88,93,103,105,101,103
O=C(N1c2ccc(F)cc2[C@H]2[C@H]3OO[C@@H](C[C@H]2[C@H]1c1ccccc1F)O3)C(F)(F)F,94,114,88,93,79,101,96,101,106
CN(C)c1ccc(C=C2C(=O)NC(=O)NC2=O)cc1,71,107,113,98,70,123,102,93,102
CCOc1cc(CNC(C)C(O)c2ccccc2)cc(Cl)c1OCC (stereo not given),98,111,113,97,96,100,99,107,101
Nc1ccc(S(=O)(=O)F)c(Cl)c1,97,110,96,99,78,102,100,108,106
c1cc[n+](CCCCCCCCCC[n+]2ccccc2)cc1,69,98,100,56,81,95,94,96,59
COc1ccc(C=O)cc1OC,104&94,120&103,112&108,104&98,97&101,99&104,103&107,105&114,108&109
CCOc1ccccc1C=C(C#N)C#N,99,115,116,108,92,116,97,95,98
N#Cc1c(Cl)cccc1Cl,97,104,107,99,97,108,90,101,105
COP(=O)(Oc1ccccc1)Oc1ccccc1,110,112,110,100,98,109,98,100,104
CNC(=O)Oc1c(Cl)cccc1SSc1cccc(Cl)c1OC(=O)NC,93,113,122,98,96,103,96,100,100
C/C=N/Nc1ccc([N+](=O)[O-])cc1[N+](=O)[O-],108,95,87,91,54,69,74,68,83
COc1ccc(C2=N[C@@H](Cc3ccccc3)C(=O)Nc3ccsc32)cc1,54,36,18,76,-13*,90,35,38,52
O=C(CBr)OCCCl,115,104,102,99,nt,111,100,108,106
CC[C@](O)(C(=O)O)c1cc2n(c(=O)c1CO)Cc1cc3ccccc3nc1-2,-23*,-21*,-31*,-28*,-51*,-5.6*,-5.8*,-30*,-6.6*

# One compound at a time, as listed above. Order of values: NCI-H23, COLO 205, HT29, NCI-H226, NCI-H522, NCI-H322M, HCT-15, SW-620, NCI-H460
# Record of `CCOC(=O)N(N=O)c1ccccc1` : 106, 121, 96, 101, 96, 122, 104, 109, 114
# Record of `O=C(N1c2ccc(F)cc2[C@H]2[C@H]3OO[C@@H](C[C@H]2[C@H]1c1ccccc1F)O3)C(F)(F)F` : 94, 114, 88, 93, 79, 101, 96, 101, 106
# Record of `N#Cc1c(Cl)cccc1Cl` : 97, 104, 107, 99, 97, 108, 90, 101, 105

# Screening data from PubChem.
